Compound activity from PubChem BioAssay.
OX1R antag – human HCRTR1 antagonism; AID 434989; CHO/OX1R cells, Fluo-8 calcium fluorescence, orexin A; 330,000 tested, 0.43% active; O43613; inhibition, % at 5 µM;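 active = inhibition above its plate's threshold, mean inhibition of all tested compounds on the plate plus 3 SD, cut at about 37% in these data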;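 also: 0% = orexin A challenge wells and 100% = SB-334867-A antagonist wells; not every result past the cut was called active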
Target sequence (O43613 whole entry, looked up): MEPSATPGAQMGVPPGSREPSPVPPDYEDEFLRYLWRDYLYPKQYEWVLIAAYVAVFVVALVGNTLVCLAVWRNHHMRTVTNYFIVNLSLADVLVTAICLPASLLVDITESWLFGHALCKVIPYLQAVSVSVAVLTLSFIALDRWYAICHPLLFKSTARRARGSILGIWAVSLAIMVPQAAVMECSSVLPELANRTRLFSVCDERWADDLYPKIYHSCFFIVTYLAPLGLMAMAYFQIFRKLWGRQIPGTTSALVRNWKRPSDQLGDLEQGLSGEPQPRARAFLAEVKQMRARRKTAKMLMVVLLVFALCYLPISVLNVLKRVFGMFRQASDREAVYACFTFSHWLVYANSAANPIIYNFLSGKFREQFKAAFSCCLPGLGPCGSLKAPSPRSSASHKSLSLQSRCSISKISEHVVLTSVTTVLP
CHT allo act – human CHT allosteric activation. AID 488977. 310,000 tested, 0.49% active. CHT-expressing cells, membrane potential dye, choline EC20; stronger effect = higher value; LV-AA mutant CHT in HEK293 cells. B-score at 10 µM. Q9GZV3;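 active = initial fluorescence not abnormally high and integrated response B-score, plate-corrected, over 3 SD above library mean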
Starred values were filed as active, the others as inactive; i = inactive; nt = no result given; & = joins results of further samples.

SMILES | OX1R antag | CHT allo act
NOCC(=O)O | -2 | i
Cc1cncn1CCc1nc2c3ccccc3nc(SCC(=O)Nc3cccc(Cl)c3)n2n1 | -12 | i
Oc1cc2c(cc1O)[C@H]1c3ccc(O)c(O)c3OC[C@@]1(O)C2 | -17 | nt
COc1ccc(C[C@H]2COC(=O)[C@@H]2Cc2ccc(OC3OC(CO)C(O)C(O)C3O)c(OC)c2)cc1OC (stereo not given in full) | -19 | i
COc1ccc(-c2cc(=O)c3c(O)cc(OC4OC(COC5OC(C)C(O)C(O)C5O)C(O)C(O)C4O)cc3o2)cc1O (stereo not given) | 3 | i
CCCc1nc(C(C)(C)O)c(C(=O)O)n1Cc1ccc(-c2ccccc2-c2nn[nH]n2)cc1 | -8 | i
COC(=O)C1=CO[C@@H](O[C@@H]2O[C@H](CO)[C@@H](O)[C@H](O)[C@H]2O)C2C1C[C@H](O)[C@@H]2C (stereo not given in full) | 0 | nt
Cc1ccc(=O)n(-c2ccccc2)c1 | -4 | i
CCc1ccc(CCOc2ccc(CC3SC(=O)NC3=O)cc2)nc1 (stereo not given) | 3 | i
COc1ccc(-c2cc(=O)c3c(O)cc(O[C@@H]4O[C@H](CO[C@@H]5O[C@@H](C)[C@H](O)[C@@H](O)[C@H]5O)[C@@H](O)[C@H](O)[C@H]4O)cc3o2)cc1O | -12 | i
Oc1ccc(C2CNCCc3c2cc(O)c(O)c3Cl)cc1 (stereo not given) | -5&-11 | i
CCN(CC)CCOC(=O)c1ccc(N)cc1 | 9 | i
CC12CCC(=O)C=C1CCC1C2CCC2(C)C1CCC2(O)C(=O)CO (stereo not given) | -6 | i
COc1cc([C@@H]2Oc3cc(C4Oc5cc(O)cc(O)c5C(=O)[C@H]4O)ccc3O[C@H]2CO)ccc1O (stereo not given in full) | -1 | i
CCCCCC(=O)O[C@]1(C(C)=O)CC[C@H]2[C@@H]3CCC4=CC(=O)CC[C@]4(C)[C@H]3CC[C@@]21C | -30 | i
CC(=O)CCCCn1c(=O)c2c(ncn2C)n(C)c1=O | 12 | i
O=C(O)c1cccnc1Nc1cccc(C(F)(F)F)c1 | 5 | i
COc1ccccc1N1CCN(CCCN=C2CC(=O)N(C)C(=O)N2C)CC1 | -15 | nt
CN(C)CCC[C@]1(c2ccc(F)cc2)OCc2cc(C#N)ccc21 | -1 | i
Cc1c(C(=O)O)c(O)cc2c1C(=O)c1c(O)c([C@@H]3O[C@H](CO)[C@@H](O)[C@H](O)[C@H]3O)c(O)c(O)c1C2=O | -9 | nt
CCn1cc(C(=O)O)c(=O)c2cnc(N3CCNCC3)nc21 | -9 | 11*
O=c1oc2c(O)c(O)cc3c(=O)oc4c(O)c(O)cc1c4c23 | 1 | i
CCCCNc1ccc(C(=O)OCCN(C)C)cc1 | -7 | i
Nc1nc(O)c(N=Nc2ccc(S(N)(=O)=O)cc2)c(=O)[nH]1 | nt | i
Cc1cccc2c1NC(=O)C2(c1ccc(O)cc1)c1ccc(O)cc1 | 8 | i
CN(C)CCCC1(c2ccc(F)cc2)OCc2cc(C#N)ccc21 (stereo not given) | -11 | i
C/C=C/C(=O)N(CC)c1ccccc1C | -5 | nt
NC1CCN(c2nc3c(cc2F)c(=O)c(C(=O)O)cn3-c2ccc(F)cc2F)C1 (stereo not given) | -11 | i
CC(C)=CCOc1c2ccoc2cc2oc(=O)ccc12 | -14 | i
N[C@@H](Cc1c[nH]c2ccc(O)cc12)C(=O)O | 5 | i

The last five compounds of the section before are carried over, then new ones follow.
SMILES | OX1R antag | CHT allo act
CN(C)CCCC1(c2ccc(F)cc2)OCc2cc(C#N)ccc21 (stereo not given) | -11 | i
C/C=C/C(=O)N(CC)c1ccccc1C | -5 | nt
NC1CCN(c2nc3c(cc2F)c(=O)c(C(=O)O)cn3-c2ccc(F)cc2F)C1 (stereo not given) | -11 | i
CC(C)=CCOc1c2ccoc2cc2oc(=O)ccc12 | -14 | i
N[C@@H](Cc1c[nH]c2ccc(O)cc12)C(=O)O | 5 | i
CCOC(=O)[C@H](CCc1ccccc1)N[C@@H](C)C(=O)N1Cc2ccccc2C[C@H]1C(=O)O | -44 | i
Cc1ccc(N(CC2=NCCN2)c2cccc(O)c2)cc1 | 2&-18&-26 | i
C1COC(NC(C2CC2)C2CC2)=N1 | -5 | i
CNCCCN1c2ccccc2CCc2ccccc21 | -11 | i
CC1(C)O[C@H]2CC(=O)OC[C@@]23C1CC(=O)[C@]1(C)C3CC[C@@]2(C)[C@H](c3ccoc3)OC(=O)[C@H]3O[C@]321 (stereo not given in full) | -23 | i
O=C(O)CCC(=O)c1ccc(-c2ccccc2)cc1 | -5 | i
COc1cc(-c2oc3cc(O)cc(O)c3c(=O)c2O[C@@H]2O[C@H](COC3O[C@@H](C)[C@H](O)[C@@H](O)[C@H]3O)[C@@H](O)[C@H](O)[C@H]2O)ccc1O (stereo not given in full) | -1 | nt
C/C=C(/C)C(=O)OC(C)(C)[C@@H]1Cc2c(ccc3ccc(=O)oc23)O1 | -27 | i

4 of these compounds, set out differently.
canonical_smiles: CC1(C)O[C@H]2CC(=O)OC[C@@]23C1CC(=O)[C@]1(C)C3CC[C@@]2(C)[C@H](c3ccoc3)OC(=O)[C@H]3O[C@]321 (stereo not given in full)
- OX1R antag: -23
- CHT allo act: i
canonical_smiles: O=C(O)CCC(=O)c1ccc(-c2ccccc2)cc1
- OX1R antag: -5
- CHT allo act: i
canonical_smiles: COc1cc(-c2oc3cc(O)cc(O)c3c(=O)c2O[C@@H]2O[C@H](COC3O[C@@H](C)[C@H](O)[C@@H](O)[C@H]3O)[C@@H](O)[C@H](O)[C@H]2O)ccc1O (stereo not given in full)
- OX1R antag: -1
- CHT allo act: nt
canonical_smiles: C/C=C(/C)C(=O)OC(C)(C)[C@@H]1Cc2c(ccc3ccc(=O)oc23)O1
- OX1R antag: -27
- CHT allo act: i

This is a subset, so the mix of outcomes need not match the whole.
